High-throughput results: PubChem BioAssay, several laboratories
PfHsp40 yeast – compounds rescuing yeast from Plasmodium falciparum HSP40 toxicity; hit rate 0.68% among 340,000; AID 504582; growth rescue, % at 12.5 µM; S. cerevisiae expressing PfHsp40, growth rescue, ATP luminescence; in the data active means growth rescue above about 28%, passing the limit was not always enough; inconclusive means no clear call, values can overlap the other calls;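 further: yeast W303a lacking pdr1 and pdr3 grown in galactose medium; growth measured after three days at 30 °C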
FadD28 FP inh – M. tuberculosis FadD28 bisubstrate binding inhibition; inhibition, % at 12.5 µM; hit rate 0.22% among 360,000; FadD28 bisubstrate probe binding, fluorescence polarization; AID 588549; in the data active means inhibition above about 8.5%, passing the limit was not always enough; inconclusive means no clear call, values can overlap the other calls
PrPC surface inh – reduces human prion protein on the cell surface; P04156; cell surface PrPC, TR-FRET read-out; inhibition, % at 13.8 µM; hit rate 0.43% among 370,000; in the data active means inhibition above about 24%; further: 0% = median of the test wells and 100% = reference compound wells
Anthrax LF inh2 – anthrax lethal factor protease inhibition; multiplex microsphere protease cleavage assay, LF; P15917; inhibition, % at 10 µM; AID 588501; hit rate 0.12% among 360,000; further: plate controls were buffer without enzyme for full effect and enzyme alone for no effect
TcdB inh – inhibitors of Clostridioides difficile toxin B glycohydrolase | TcdB glycohydrolase enzymatic assay, plate reader | inhibition, % at 9.99 µM | AID 652162 | hit rate 0.24% among 350,000 | P18177; in the data active means inhibition above about 10%
BoNT-F LC inh – inhibitors of Botulinum neurotoxin F light chain protease; Multiplex microsphere protease cleavage assay, flow cytometry; inhibition, % at 10 µM; hit rate 0.22% among 360,000; in the data active means inhibition above about 35%, passing the limit was not always enough; inconclusive means no clear call, values can overlap the other calls; further: plate controls were buffer without enzyme for full effect and enzyme alone for no effect
Y pestis TopoI – Y. pestis Topo-I inhibition via cleavage products; Y. pestis Topo-I cleavage product accumulation, plate reader; activity, % at 10 µM; hit rate 0.064% among 360,000; AID 504884; in the data active means activity above about 50%, passing the limit was not always enough; inconclusive means no clear call, values can overlap the other calls; further: inactives centre near 2
BoNT-A LC inh2 – blocks Botulinum neurotoxin A light chain protease; inhibition, % at 10 µM; hit rate 0.17% among 360,000; multiplex microsphere protease substrate cleavage, flow cytometry; further: plate controls were buffer without enzyme for full effect and enzyme alone for no effect
CCHF vOTU inh – CCHFV vOTU protease inhibition; Pep-AMC fluorescence; inhibition, % at 11.5 µM; hit rate 0.55% among 370,000; AID 651958; in the data active means inhibition above about 30%; further: 0% = vehicle wells with enzyme and 100% = no enzyme wells
The depositor's hits bear a star; u = inconclusive; x = not tested or not shown. Unless noted, no stated cut-off is given here; in the data, active means inhibition above about 30%; inconclusive means no clear call, values can overlap the other calls; inactive means below that.

Values run as follows: PfHsp40 yeast	FadD28 FP inh	PrPC surface inh	Anthrax LF inh2	TcdB inh	BoNT-F LC inh	Y pestis TopoI	BoNT-A LC inh2	CCHF vOTU inh
> Cc1cc(C(=O)Nc2cccc3ccccc23)n(-c2ccccc2)n1
  0.4	-2.4	-7	0	-0.3	-6	2	-0.7	-18
> Cc1cc(=O)[nH]c(N/N=C/c2ccc(O)c(O)c2)n1
  0.0	-0.1	-6	4	1.0	13	0	1.8	-5
> CC(=O)Nc1sc2c(c1C(N)=O)CCN(Cc1ccccc1)C2
  0.4	-1.6	-1	0	1.0	0	1	0.4	-12
> O=C(CCN1C(=O)C2C3C=CC(C3)C2C1=O)Nc1nccs1 (stereo not given)
  0.4	0.4	0	0	x	-3	-10	-0.2	-3
> O=C(COc1ncnc2ccccc12)N1CCN(c2ccccc2)CC1
  1.5	-1.0	-6	-6	1.4	-4	-8	-0.7	-8
> COC(=O)[C@@]1(Cc2ccccc2)[C@H]2C(=O)N(Cc3ccccc3)C(=O)[C@H]2[C@H]2CN=C(SCc3ccc(Cl)cc3)N21
  0.5	-2.8	5	3	2.1	0	34	0.0	5
> NS(=O)(=O)c1ccc(NC(=O)CSC2CCCCC2)cc1
  0.5	-0.6	0	-2	x	-4	-1	-0.6	-11
> Nc1ccc(S(=O)(=O)Nc2nccs2)cc1N=Nc1ccccc1[N+](=O)[O-]
  1.7	12*	-11	-2	0.5	1	-16	-0.6	21
> CCCCc1nc2cc(Cl)ccc2o1
  -0.1	-1.6	-5	0	1.0	-1	7	-0.3	3
> O=C(CSc1nnc(C2COc3ccccc3O2)o1)N1CCCCC1 (stereo not given)
  -0.2	0.4	2	-2	-0.5	0	10	-0.7	-3
> O=C1c2ccccc2C(=O)N1CCCCCCN1C(=O)c2ccccc2C1=O
  -1.6	-1.8	1	-9	2.3	1	7	-0.6	-5
> O=C(O)C1C2CCCCC2=C2CCCCC2C1C(=O)Nc1nccs1 (stereo not given)
  -1.8	-0.9	-2	-4	1.8	-8	6	-0.5	3
> Cc1cccc(-n2c(SCC(=O)NCC3CCCO3)nc3ccccc3c2=O)c1C (stereo not given)
  -0.8	x	-3	-4	-0.1	-2	8	0.5	0
> N#C/C(=C\c1ccccc1)C(=O)N1CCC(C(N)=O)CC1
  0.0	-2.5	-1	-2	0.6	8	-4	2.3	3
> COc1ccccc1NC(=O)C(=O)N(c1cccnc1)C(C(=O)NC(C)(C)C)c1ccccc1F (stereo not given)
  -0.1	1.7	2	0	2.1	2	4	-0.1	-2
> O=C(NNC(=O)c1ccccc1[N+](=O)[O-])c1ccccc1[N+](=O)[O-]
  0.3	-0.1	-10	-1	1.4	-3	5	-1.3	7
> COc1ccc(CCNC(=O)CSc2nc3[nH]ncc3c(=O)[nH]2)cc1OC
  0.1	-1.9	3	1	0.9	0	3	-0.2	-8
> Cc1sc2nc(SC(C)C)nc(N)c2c1C
  1.1	-0.4	-3	-5	x	-12	3	-1.0	-2
> Cc1ccc(-n2nnc3c(=O)n(CC(=O)NCc4ccco4)cnc32)cc1
  0.5	-2.6	5	-4	-0.1	-11	-1	0.2	-4
> CC(C)c1ccc(C2NC(=O)NC3=C2CCc2ccccc23)cc1 (stereo not given)
  2.5	-0.2	3	0	x	-11	17	0.0	-22

Brought forward from above: 2 entries; new compounds follow.
Values run as follows: PfHsp40 yeast	FadD28 FP inh	PrPC surface inh	Anthrax LF inh2	TcdB inh	BoNT-F LC inh	Y pestis TopoI	BoNT-A LC inh2	CCHF vOTU inh
> Cc1ccc(-n2nnc3c(=O)n(CC(=O)NCc4ccco4)cnc32)cc1
  0.5	-2.6	5	-4	-0.1	-11	-1	0.2	-4
> CC(C)c1ccc(C2NC(=O)NC3=C2CCc2ccccc23)cc1 (stereo not given)
  2.5	-0.2	3	0	x	-11	17	0.0	-22
> CC(=O)NC1=NN(C(C)=O)C(C)(CCS(=O)(=O)c2ccc(Cl)c(Cl)c2)S1 (stereo not given)
  -0.8	-3.8	11	3	x	-7	-3	-1.1	-8
> CCN(CCO)c1nc(NCc2ccccc2)c2cnn(C)c2n1
  -0.4	-4.1	-1	-2	0.4	3	2	1.0	15
> COc1ccc(NC(=O)Nc2nc3c(s2)CCCC3)cc1
  56*	5.7	23	-2	0.5	6	-13	-0.1	-6
> O=c1oc2ccccc2c(Nc2ccccc2)c1CN1CCCCC1
  -1.6	-4.1	5	-1	-0.4	-5	16	-0.6	16
> CCOC(=O)c1c(-c2cccs2)csc1NC(=O)CSc1ncn[nH]1
  0.2	-6.6	x	-4	-1.1	-14	12	-0.8	x
> O=C1CSC(c2cn(-c3ccccc3)nc2-c2ccccc2)N1Cc1ccco1 (stereo not given)
  4.2	-0.4	1	-3	x	2	3	-0.1	7
> COc1ccc(C(C)=O)cc1CSCC(=O)O
  0.7	-4.3	2	-6	0.6	1	4	-0.1	7
> O=C(NCCc1ccco1)c1cc(COc2cccc(C(F)(F)F)c2)on1
  7.1	-5.2	0	-4	1.4	9	19	1.7	5
> O=C/C(=C\Nc1ccc(S(=O)(=O)CCO)cc1)c1nc2cc(Cl)ccc2o1
  -0.9	0.6	-1	-2	0.6	0	-10	-1.0	6
> COc1ccc(NC(=O)COC(=O)C2CC(=O)N(Cc3ccc(C)cc3)C2)cc1 (stereo not given)
  -0.7	0.3	-2	0	0.8	2	11	-0.2	-4
> COc1cc(NC(=O)CCCNC(=O)Cn2cnc3sc(C)c(C)c3c2=O)cc(OC)c1OC
  0.1	-3.3	5	-3	1.8	-3	0	-0.1	3
> CC(C)c1nc2sc(C(=O)O)c(N)c2c2c1CCCC2
  1.1	-6.5	-4	-2	1.4	-2	21	0.4	-10
> COc1ccc(CC(=O)N/N=C/C=C/c2cccc([N+](=O)[O-])c2)cc1OC
  x	1.7	-42	-2	0.3	-3	8	-0.1	3
> Cc1cc(C)c(S(=O)(=O)N(C2=NCCS2)S(=O)(=O)c2c(C)cc(C)cc2C)c(C)c1
  1.5	-6.1	2	0	x	-9	28	-0.5	1
> c1ccc(-c2nc3ccccc3nc2-c2ccccn2)nc1
  0.7	0.9	-15	0	x	3	3	1.8	14
> Cc1cc(=O)oc2cc(OCC(=O)N/N=C/c3ccccc3[N+](=O)[O-])ccc12
  0.8	0.2	5	0	x	-1	1	-0.3	3
> Cc1cccc(C)c1NC(=O)CN(Cc1ccccc1)Cc1ccccc1
  x	-1.1	-11	9	0.7	4	x	-0.4	9
> CC1(C(=O)NCCC#N)CCN1C(=O)C1(c2ccccc2)CC1 (stereo not given)
  x	-0.4	9	4	0.0	0	-7	0.5	5
> CCOCCCNC(=O)C1CCN(S(=O)(=O)c2c(C)noc2/C=C\c2ccc(OC)cc2)CC1
  0.5	-2.3	-2	-2	x	-5	14	0.2	-2
> O=C(c1cc(C2CC2)nn1-c1ccccc1)N1CCN(S(=O)(=O)c2ccccc2F)CC1
  x	-0.6	-7	2	0.1	-10	13	0.1	-15
> CCn1c(=O)c2c(nc3n2CCCN3c2cccc(C)c2)n(C)c1=O
  -0.4	0.2	-3	0	1.1	u	-6	-1.6	5
> Cc1nc2ccccc2nc1N/N=C/c1ccc(O)cc1
  0.6	-0.6	-2	-8	2.2	-5	-3	-0.5	7
> CCOC(=O)c1c(NC(=S)NC(=O)/C=C/c2cccs2)sc(C)c1C
  -2.2	-2.1	7	-1	-1.0	0	3	-0.2	2
> O=C(NCc1cccs1)c1cc2c(s1)-c1ccccc1OC2
  -0.1	0.4	-3	1	0.0	-6	9	-0.8	-291
> N/C(=N\OC(=O)c1ccccc1)c1ccccn1
  -3.4	-0.1	9	-2	-9.3	-6	0	0.5	9
> Cc1nn(-c2ccccc2)c(/N=C/c2ccc(O)cc2)c1-c1ccccc1
  0.2	0.0	10	-3	-2.4	-8	-8	-0.7	6
> COc1ccc(NC(=O)CCC2CCCC2)cc1OC
  0.3	-0.3	-2	-4	x	-23	-2	-0.3	1
> CCOc1ccccc1NC(=O)c1ccc2c(=O)n3c(nc2c1)CCCCC3
  -0.4	-3.3	5	-2	0.0	2	9	0.9	10
> Cc1oc(-c2ccc(Cl)cc2)nc1CS(=O)CC(=O)NC1CCCCC1 (stereo not given)
  0.0	-4.9	4	x	1.9	x	8	x	16
> CN(C)c1c([N+](=O)[O-])cc2[nH]c(=O)[nH]c2c1[N+](=O)[O-]
  2.3	0.8	-39	u	x	-3	6	-0.5	4
> COc1cc2cc(C(=O)N/N=C/c3cccc(OC)c3OC)[nH]c2cc1OC
  -0.1	1.6	-7	-11	1.6	-13	3	1.0	3
> COc1ccc2c(CC(=O)N[C@@H](Cc3ccccc3)C(=O)O)cc(=O)oc2c1
  0.9	0.4	7	14	-6.1	-38	-7	-4.0	-48
> CCOP(=O)(OCC)C(O)c1cccnc1 (stereo not given)
  0.1	-0.6	8	-11	1.9	-4	-1	-0.3	0
> O=C(c1ccco1)N1CCN(Cc2cccnc2)CC1
  0.2	1.3	-7	0	x	0	3	0.0	1
> O=c1nc2ccccc2c2n1CC(CN1CCN(c3cccc(Cl)c3)CC1)N2 (stereo not given)
  0.6	-0.2	0	-2	x	-6	5	-7.2	9
> COc1ccc(S(=O)(=O)N2CCC(C(=O)N(CC(C)C)C3CCS(=O)(=O)C3)CC2)cc1OC (stereo not given)
  -0.5	-1.8	-1	x	1.2	x	7	x	-9
> COc1cc(Cl)c(C)cc1NC(=O)CSC
  -0.5	-4.2	-1	1	x	2	-8	1.3	2
> COc1ccc(/C=N/n2c(SC)nnc2-c2ccccc2)cc1C
  0.9	-4.1	-2	-2	0.1	3	-7	0.0	16
> Cn1c(NCc2ccncc2)nc2cc(-c3ccsc3)sc2c1=O
  x	-6.9	4	-4	0.2	-3	25	-0.1	5
> CCOC(=O)Cn1c(CN(Cc2ccccc2)Cc2ccccc2)nc2c1c(=O)n(C)c(=O)n2C
  -1.2	-0.6	3	-9	x	4	2	2.6	10
> Cc1ccc(S(=O)(=O)N2CCCC(C(=O)NCc3ccc4c(c3)OCO4)C2)cc1 (stereo not given)
  0.9	-4.9	12	0	0.0	11	13	-0.4	4
> Cc1cccc(C)c1-n1cccc1/C=C1/C(=N)N2C(=NC1=O)SN=C2S(C)(=O)=O
  1.7	-5.6	-1	-4	-2.8	-3	-1	-0.8	35*
> CCN(CC)C(=O)[C@H]1C[C@H](CC(=O)NC/C=C(\C)CCC=C(C)C)C(=O)N2CCc3c([nH]c4ccc(Cl)cc34)[C@]12C
  0.8	-0.1	-2	-3	0.1	5	8	-0.3	3
> Cc1cn(CC2COC(C)(C)O2)c(=O)[nH]c1=O (stereo not given)
  -0.1	0.7	-2	-3	x	8	2	-0.1	9
> COc1ccccc1N1CCN(S(=O)(=O)c2ccc(-n3cnnn3)cc2)CC1
  0.4	-2.3	-14	-3	1.7	3	8	0.5	16
> O=C1C(c2ccccc2)=[N+]([O-])c2ccccc21
  2.0	1.3	0	2	0.7	0	-5	0.1	16
> COc1ccccc1N1CCN(C2CCCN(C(=O)CCc3c(C)noc3C)C2)CC1 (stereo not given)
  -1.0	-0.8	-1	-1	2.2	3	-4	0.2	-2
> Cc1cccc(NC(=O)c2cccc(N3C(=O)C4C5C=CC(C6CC56)C4C3=O)c2)c1 (stereo not given)
  0.4	-3.1	15	1	0.6	4	9	1.6	12
> CCn1cc(C(=O)NCC2COc3ccccc3O2)c2cc(OC)c(OC)cc2c1=O (stereo not given)
  -1.1	-1.3	-3	-10	x	-4	21	-0.7	-3
> COc1ccc(-c2cn3cccnc3n2)cc1NC(=O)C(C)Oc1ccccc1 (stereo not given)
  3.2	-3.7	-6	1	1.3	-3	17	-0.6	-68
> COC(=O)c1ccc2c(=O)[nH]c(COC(=O)c3[nH]c(C)c(C(C)=O)c3C)nc2c1
  0.0	1.7	4	-4	0.9	-6	9	-1.3	-10
